NPC1 promoter act – NPC1 promoter activation; Huh7 NPC1 promoter luciferase reporter, 24 h; Potency, µM (titrated, usually from 9.22 µM), for inactives: at the top dose activation, usual class: activators; hit rate 2.4% among 320,000; AID 485313;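 also: % of control where 0% means no effect; nearly all actives have a fitted effect of over 60% in size; reporter is driven by a mutant NPC1 promoter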
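Luciferase expression driven by the NPC1 promoter was measured in stably transfected Huh7 cells after a 24 h compound incubation, using a luciferase reagent and a luminescence read.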
BRCA1 expr up – BRCA1 expression activation | MCF7-BRCA1-FFLuc reporter, luminescence, 48 h; response scale: scaled: vehicle 0%, 10 µM genistein 100% | Potency, µM (titrated, usually from 46.1 µM), for inactives: at the top dose activation, hits mostly activators | hit rate 1.1% among 380,000 | AID 624202; also: nearly all actives have a fitted effect of over 80% in size; some results filed as inactive show a strong effect at the top dose
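Cells: MCF7-BRCA1-FFLuc, 2000/well. Exposure: 48 h, 37 °C, 5% CO2. Read: luminescence, 15 min post-substrate. Controls: genistein 10 microM (maximal activation), DMSO (neutral).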
p53 reactivator – mutant p53 re-activation in reporter cells; hit rate 0.063% among 320,000; H1299 p53-A138V BP100-luciferase reporter, luminescence, 24 h; Potency, µM (titrated, usually from 92.2 µM), for the others: at the top dose activity change, positive = activation, hits mostly activators; also: % of control where 0% means no effect; nearly all actives have a fitted effect of over 45% in size
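H1299 (p53-null), stable ts p53-A138V + BP100-Luc; 1000 cells/well, Opti-MEM/10% FBS; cpd 4 pt, 1:5; 24 h, 37 deg C, 5% CO2; detection reagent 10 min RT; luminescence.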
Gal4-VP16 FLuc – Gal4-VP16 reporter inhibition counter-screen; Drosophila S2 Gal4-VP16 UAS-luciferase, luminescence, 20 h; Potency, µM (titrated, usually from 53.6 µM), inactives show at the top dose activity, negative = inhibition, usual class: inhibitors; hit rate 3.5% among 310,000; AID 2546;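 also: Gal4-VP16 expression switched on by copper sulfate through the metallothionein promoter; % is scaled to controls: 0 for no effect and ±100 for the full control effect; nearly all actives have a fitted effect of over 50% in size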
FLuc modulator – counter-screen for miR-21 project: firefly luciferase inhibitors or activators. purified FLuc, Km substrates, luminescence inhibition. Potency, µM (titrated, usually from 57.5 µM), for inactives: top-dose activity change, negative = inhibition, most hits filed as inhibitors. hit rate 6.9% among 360,000. AID 588342;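 also: plate controls were vehicle for no effect and reference inhibitor for full effect; nearly all actives have a fitted effect of over 55% in size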
Target sequence (P08659 whole entry, looked up): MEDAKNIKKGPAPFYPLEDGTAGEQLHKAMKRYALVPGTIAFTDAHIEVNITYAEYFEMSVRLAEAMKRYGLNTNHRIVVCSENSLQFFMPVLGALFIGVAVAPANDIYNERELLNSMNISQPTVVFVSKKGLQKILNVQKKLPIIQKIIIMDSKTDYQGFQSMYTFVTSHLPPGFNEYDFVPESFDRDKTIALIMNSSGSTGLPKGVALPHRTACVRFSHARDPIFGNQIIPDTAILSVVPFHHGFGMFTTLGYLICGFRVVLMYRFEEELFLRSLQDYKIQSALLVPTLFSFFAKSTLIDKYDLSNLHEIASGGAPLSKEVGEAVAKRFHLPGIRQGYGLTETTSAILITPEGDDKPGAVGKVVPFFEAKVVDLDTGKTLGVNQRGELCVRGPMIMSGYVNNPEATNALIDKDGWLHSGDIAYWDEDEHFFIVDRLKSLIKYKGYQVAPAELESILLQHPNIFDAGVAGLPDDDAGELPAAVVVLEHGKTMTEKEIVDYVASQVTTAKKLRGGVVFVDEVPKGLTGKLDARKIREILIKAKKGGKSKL
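Biochemical qHTS of compounds, final roughly 60 µM downward over six points, against 10 nM purified firefly luciferase using Km concentrations of substrates (10 uM D-luciferin, 10 uM ATP) in Tris acetate pH 7.5 buffer; luminescence output.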
RORgamma inh – blocks mouse ROR gamma transcriptional activity | P51450 | Drosophila S2 Gal4-RORgamma UAS-luciferase reporter, 20 h | Potency, µM (series often up to 53.6 µM), for the others: at the top dose activity change, negative = inhibition, actives largely listed as inhibitors | hit rate 5.4% among 310,000 | AID 2551; also: % is scaled to controls: 0 for no effect and ±100 for the full control effect; nearly all actives have a fitted effect of over 60% in size
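In this cell-based reporter format, copper sulfate (700 uM final) drives Gal4–ROR gamma fusion expression from a metallothionein promoter in Drosophila Schneider cells; compounds preincubated 1 hr, reporter read after 20 hr at ambient temperature.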
ELG1 genotox – inducers of genotoxicity in HEK293T ELG1-luciferase cells | hit rate 1.3% among 330,000 | HEK293T ELG1-luciferase reporter, luminescence, 16 h | AID 504466 | Potency, µM (doses to about 46 µM), inactives show top-dose activity change, positive = activation, hits mostly activators; also: % of control where 0% means no effect; nearly all actives have a fitted effect of over 60% in size
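Genotoxicity was scored as increased ELG1-luciferase reporter signal, measured by ONE-Glo luminescence (30 min, room temperature). Compound or vehicle exposure of the HEK293T reporter cells lasted 16 hr at 37°C.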
Rab9 prom act – activates the Rab9 promoter; Huh7 Rab9 promoter-luciferase reporter, luminescence, 24 h; hit rate 2.8% among 320,000; Potency, µM (doses to about 9.22 µM), for inactives: at the highest dose activation, negative = inhibition, most hits filed as activators; also: % of control where 0% means no effect; nearly all actives have a fitted effect of over 60% in size
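Quantitative HTS format; Huh7 Rab9-luciferase reporter cells (1500/well) receive compound 2 h post-plating, incubate 24 h at 37 °C, then get luciferase reagent for 10 min before luminescence reading.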
uPA generation – blocks generation of uPA at the cell surface; cell surface uPA generation assay, qHTS; Potency, µM (top dose mostly 38.3 µM), for the others: at the top dose activity change, negative = inhibition, most hits filed as inhibitors; hit rate 0.31% among 330,000; AID 540303; active = well fitted inhibition curve with a large enough effect; inconclusive = small, poorly fitted or top-dose-only effect; inactive = no such curve, though single readings can be large or run the other way; tested in mouse RAW 264.7 cells; also: % is scaled to controls: 0 for no effect and ±100 for the full control effect; nearly all actives have a fitted effect of over 55% in size
MBNL1 CUG block – inhibitors of human MBNL1 binding to CUG repeat RNA; Q9NR56; TR-FRET MBNL1-His/biotin-(CUG)12 binding, 665/545 ratio; Potency, µM (series often up to 57.5 µM), without a hit: top-dose activity change, negative = inhibition, usual class: inhibitors; hit rate 0.036% among 280,000; active = well fitted inhibition curve with a large enough effect in the signal ratio, with a control signal flat, not every such curve was filed as active; inconclusive = small, poorly fitted or top-dose-only effect, or effect the other way, or a change in a side signal; inactive = no such curve, though single readings can be large or run the other way; the % refers to the signal ratio; also: % is scaled to controls: 0 for no effect and ±100 for the full control effect
Target sequence (Q9NR56 whole entry, looked up): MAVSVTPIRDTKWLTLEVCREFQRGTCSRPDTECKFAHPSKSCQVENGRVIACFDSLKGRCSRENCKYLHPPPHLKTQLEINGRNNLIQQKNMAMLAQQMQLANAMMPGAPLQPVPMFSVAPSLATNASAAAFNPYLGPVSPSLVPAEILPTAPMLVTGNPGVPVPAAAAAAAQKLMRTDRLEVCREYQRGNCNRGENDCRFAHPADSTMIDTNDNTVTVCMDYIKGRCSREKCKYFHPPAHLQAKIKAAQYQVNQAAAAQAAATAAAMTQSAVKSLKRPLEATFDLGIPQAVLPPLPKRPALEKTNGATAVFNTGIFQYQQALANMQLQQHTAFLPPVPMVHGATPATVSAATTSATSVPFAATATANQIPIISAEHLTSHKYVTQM
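His-tagged MBNL1 binding to biotinylated (CUG)12 RNA was measured by TR-FRET using terbium anti-His antibody (0.055 ng/ul final) and streptavidin-XL665 (5 nM final). Compounds were titrated 92 nM to 58 uM; 60 min at room temperature.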
* marks the source's active call; other numbers are inactive results; ? = inconclusive; / = no result given; & = joins results of further samples; [ ] = remark or other dose. Unless noted, calls follow the shape of the dose curve; as a rule, active = well fitted curve in the direction sought with a large enough effect; inconclusive = small, poorly fitted or top-dose-only effect, or another doubt; inactive = no such curve, though single readings can be large; an effect the other way counts as inactive or inconclusive. Potency is read from the fitted curve at half-maximal effect. An unsorted share of the library; 13% or so of the library scored in one or more.

Every second line gives: NPC1 promoter act, BRCA1 expr up, p53 reactivator, Gal4-VP16 FLuc, FLuc modulator, RORgamma inh, ELG1 genotox, Rab9 prom act, uPA generation, MBNL1 CUG block
- Cc1ccc(CN2CCN(/N=C/C=C/c3ccccc3[N+](=O)[O-])CC2)cc1
  -4%, -23%, 11%, 2%, 1%, 37%, -5%, 1%, -1%, ?
- CC1CCN(C(=O)CSc2nnc(CNC(=O)c3ccc(S(=O)(=O)N(C)C)cc3)o2)CC1
  0%, -27%, 16%, -2%, 2%, 0%, -14%, -2%, 11%, -8%
- CCOC(=O)c1c(NC(=O)c2ccc(S(=O)(=O)N3CCOCC3)cc2)sc2c1CCN(C(C)C)C2
  0%, 7%, -4%, -1%, 1%, 1%, -1%, -1%, -6%, ?
- Cc1ccc2c(c1)C(=O)C(=O)N2CC(=O)Nc1ccc(N2CCOCC2)cc1
  -6%, 0%, -2%, 0%, -1%, 22%, -1%, -4%, 4%, 1%
- CCCCOc1ccc2c(C)cc(=O)oc2c1OCCCC
  -1%, -32%, -4%, ?, -7%, ?, -1%, -9%, 4%, -5%
- C=CCn1cc(/C=N/NC(=O)COc2cccc3cccnc23)c2ccccc21
  0%, 12%, 11%, -4%, ?, 12%, 2%, 1%, -4%, 8%
- O=S(=O)(O)c1nc2ccccc2n1Cc1ccccc1
  0%, 2%, -5%, 1%, 0%, -5%, 0%, 2%, 2%, -11%
- N#CC1=C(N)N(c2ccc(Oc3ccccc3)cc2)C(=O)C1
  -1%, 30%, -9%, -8%, 11%, -33%, 0%, -6%, -6%, 4%
- Fc1cccc(CN2CCN(Cc3nc(CCc4ccccc4)no3)CC2)c1
  -1%, 0%, 3%, 8%, -3%, 4%, -6%, -11%, -3%, -1%
- COC(=O)CCCC(=O)NCC1(N(C)Cc2ccccc2)Cc2ccccc2C1
  -1%, -4%, 4%, 1%, 0%, -3%, -4%, -4%, 1%, 4%
- Nc1nonc1C(=O)NCCNCc1ccccc1
  1%, 9%, -1%, -1%, 3%, -7%, 1%, -3%, -3%, -4%
- CCN(c1ccccc1)S(=O)(=O)c1cnc[nH]1
  -2%, 10%, -5%, 10%, -3%, -1%, -2%, -1%, 2%, -3%
- CC1CCN(S(=O)(=O)c2cccc(C(=O)NNC(=O)c3ccco3)c2)CC1
  0%, 2%, 0%, -6%, 2%, 10%, -1%, 2%, 0%, -5%
- Cc1ccc(N(CC(=O)NCc2ccc(F)cc2)S(=O)(=O)c2c(C)nn(C)c2C)cc1
  -3%, -32%&0%, 4%, 2%, -1%&-12%, -11%, 0%, -5%, -3%, 3%
- CCOC(=O)c1c(-c2cccc(N)c2)cn2ccccc12
  -1%, -4%, -2%, 5%, -3%, 0%, 8%, -2%, 6%, ?
- CC1C(=O)N2CCCc3cc(S(=O)(=O)N(C)Cc4ccccc4)cc1c32 (stereo not drawn)
  -1%, -17%, -5%, 12%, -2%, 8%, -2%, 1%, 0%, 14%
- CCCCCC(=O)Nc1c(-c2ccc(OC)cc2)c(=O)c2ccccc2n1C
  2%, -1%, 5%, -1%, 9%, 12%, 0%, 0%, /, -3%
- Cc1ccc(-c2nc(CS(=O)(=O)CC(=O)NC3CCC(C)CC3)c(C)o2)cc1 (stereo not drawn)
  1%, -14%, -3%, -28%, -1%, ?, -5%, -3%, -3%, 0%
- O=[N+]([O-])c1cc(S(=O)(=O)Nc2ccccc2)ccc1-n1nnc2ccccc21
  -4%, -10%, ?, -11%, -1%, ?, -3%, 0%, -3%, ?
- O=C(c1ccco1)N1c2ccccc2Sc2ccccc21
  0%, -14%, -3%, -7%, -8%, -5%, 2%, -3%, 1%, -17%
- CCOC(=O)N1CCN(S(=O)(=O)N2CCCC(C(=O)NCCCN3CC(C)CC(C)C3)C2)CC1 (stereo not drawn)
  -7%, -1%, -3%, 3%, 0%, 0%, 0%, -2%, -1%, 4%
- COc1ccc(CCNS(=O)(=O)c2ccc3c(c2)oc(=O)n3C)cc1OC
  -3%, 17%, 10%, 9%, -1%, -27%, 4%, -3%, -7%, -5%
- Cc1oc(C)c(C(=O)O)c1COc1ccc(C(=O)O)cc1
  /, 21%, /, -3%, 2%, -14%, /, /, -1%, -7%
- COc1ccc2no[n+]([O-])c2c1
  5%, /, 27%, 7.1µM*, -1%, 6.3µM*, 0%, 0%, /, ?
- O=C(Nc1ccc(O)cc1C(=O)O)c1ccc2c(c1)C(=O)N(Cc1ccco1)C2=O
  -3%, -2%, 8%, 8%, ?, -17%, -6%, -9%, -9%, ?
- CC(=O)Nc1cccc(-c2csc(N)n2)c1
  4%, 23%, -1%, -7%, -18%, 4%, 4%, 0%, -2%, 9%
- Cc1ccccc1Oc1cc(NC(=O)CCCn2nc(C)c([N+](=O)[O-])c2C)cc([N+](=O)[O-])c1
  -8%, -92%, 8%, -93%, 0%, 41%[10 µM], -6%, -5%, -6%, /
- O=C(O)c1ccc(NCc2nc3ccccc3n2CCOc2ccccc2Cl)cc1
  1%, ?, -2%, -13%, ?, -16%, 4%, -4%, -5%, -2%
- O=C(COc1cccc(C(F)(F)F)c1)N1CCN(c2ccc(O)cc2)CC1
  1%, -43%, -8%, 2%, -11%, 18%, -11%, -3%, -4%, -1%
- O=C1[C@H]2[C@@H](c3ccc(Cl)cc3)N3C(=O)N(c4cccc(Cl)c4)C(=O)[C@@]3(Cc3ccccc3)[C@H]2C(=O)N1C1CCCCC1
  -6%, -17%, 12%, /, 7%, /, 6%, -3%, 24%, /

Part of the list above, field by field.
O=C(COc1cccc(C(F)(F)F)c1)N1CCN(c2ccc(O)cc2)CC1
  NPC1 promoter act: 1%	BRCA1 expr up: -43%	p53 reactivator: -8%	Gal4-VP16 FLuc: 2%	FLuc modulator: -11%	RORgamma inh: 18%	ELG1 genotox: -11%	Rab9 prom act: -3%	uPA generation: -4%	MBNL1 CUG block: -1%
CC1C(=O)N2CCCc3cc(S(=O)(=O)N(C)Cc4ccccc4)cc1c32 (stereo not drawn)
  NPC1 promoter act: -1%	BRCA1 expr up: -17%	p53 reactivator: -5%	Gal4-VP16 FLuc: 12%	FLuc modulator: -2%	RORgamma inh: 8%	ELG1 genotox: -2%	Rab9 prom act: 1%	uPA generation: 0%	MBNL1 CUG block: 14%
Cc1ccccc1Oc1cc(NC(=O)CCCn2nc(C)c([N+](=O)[O-])c2C)cc([N+](=O)[O-])c1
  NPC1 promoter act: -8%	BRCA1 expr up: -92%	p53 reactivator: 8%	Gal4-VP16 FLuc: -93%	FLuc modulator: 0%	RORgamma inh: 41%[10 µM]	ELG1 genotox: -6%	Rab9 prom act: -5%	uPA generation: -6%	MBNL1 CUG block: /
N#CC1=C(N)N(c2ccc(Oc3ccccc3)cc2)C(=O)C1
  NPC1 promoter act: -1%	BRCA1 expr up: 30%	p53 reactivator: -9%	Gal4-VP16 FLuc: -8%	FLuc modulator: 11%	RORgamma inh: -33%	ELG1 genotox: 0%	Rab9 prom act: -6%	uPA generation: -6%	MBNL1 CUG block: 4%

(cont.)
Codes: A = NPC1 promoter act; B = BRCA1 expr up; C = p53 reactivator; D = Gal4-VP16 FLuc; E = FLuc modulator; F = RORgamma inh; G = ELG1 genotox; H = Rab9 prom act; I = uPA generation; J = MBNL1 CUG block
SMILES: O=c1[nH]n(-c2ccc(F)cc2)c2ncccc12
  A = 0% | B = 8% | C = 2% | D = -3% | E = -17% | F = 19% | G = -3% | H = 2% | I = 4% | J = 0%
SMILES: COc1ccccc1Nc1n[nH]c(=S)s1
  A = 0% | B = 18% | C = 4% | D = 5% | E = ? | F = 10µM* | G = 5% | H = 16% | I = 0% | J = /
SMILES: COc1cc(C=O)c(Br)cc1OCc1ccc(C)cc1
  A = 4% | B = ? | C = ? | D = ? | E = ? | F = -36% | G = ? | H = 24% | I = -4% | J = 13%
SMILES: C/C(Cl)=C\Cn1c(N2CCCC2)nc2c1c(=O)n(C)c(=O)n2C
  A = -1% | B = 0% | C = 29% | D = -4% | E = -1% | F = 1% | G = -4% | H = -4%[1.84 µM] | I = 8% | J = -5%
SMILES: N=C(N)SCc1nc2ccccn2c1Br
  A = 4% | B = -72% | C = ? | D = 3% | E = -1% | F = -5% | G = -1% | H = -5% | I = -10% | J = 4%
SMILES: O=C(COC(=O)c1ccccn1)Nc1cc(Cl)ccc1Cl
  A = / | B = 2% | C = / | D = -3% | E = -3% | F = -8% | G = / | H = / | I = 2% | J = 1%
SMILES: Cc1c(Cl)cccc1NC(=O)Nc1cc(C(C)(C)C)nn1C
  A = -3% | B = -12% | C = -3% | D = 5% | E = -1% | F = 0% | G = -5% | H = -4% | I = 4% | J = -5%
SMILES: COc1ccccc1N1CCN(C(C)C(=O)Nc2ccc(S(=O)(=O)N3CCOCC3)cc2)CC1 (stereo not drawn)
  A = -1% | B = 0% | C = 2% | D = 2% | E = 4% | F = 26% | G = -8% | H = 0% | I = -7% | J = -9%
SMILES: CCC(C(=O)OCC(=O)N1C(C)CCCC1C)c1ccccc1 (stereo not drawn)
  A = -10% | B = 2% | C = 3% | D = 16% | E = -2% | F = ? | G = 0% | H = -5%[1.84 µM] | I = 1% | J = -13%
SMILES: COCCN(Cc1cccs1)S(=O)(=O)c1ccc(-c2ccc(=O)[nH]n2)s1
  A = 1% | B = -22% | C = -1% | D = -2% | E = 0% | F = 9% | G = 6% | H = 2% | I = 1% | J = ?
